Source: PubChem (several laboratories)
CYP2C19 activ: human CYP2C19 activators, primary screen, biochemical, luminescence. Cytochrome P450 2C19 (Homo sapiens), P33261. recombinant CYP2C19, luciferin-H EGE luminescence; hits give high values; 0 = fully inhibited enzyme, 1 = untreated enzyme. activation factor at 5 µM. 96,000 tested, under 10 active. AID 1025, 2008;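 active = activation factor of at least 2 at 5 µM in the primary screen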;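 note: 0 = wells with 2.5 mM tranylcypromine and 1 = vehicle-only wells; values of inactives mirror those of a sister screen read the other way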
Target sequence (P33261 whole entry, looked up): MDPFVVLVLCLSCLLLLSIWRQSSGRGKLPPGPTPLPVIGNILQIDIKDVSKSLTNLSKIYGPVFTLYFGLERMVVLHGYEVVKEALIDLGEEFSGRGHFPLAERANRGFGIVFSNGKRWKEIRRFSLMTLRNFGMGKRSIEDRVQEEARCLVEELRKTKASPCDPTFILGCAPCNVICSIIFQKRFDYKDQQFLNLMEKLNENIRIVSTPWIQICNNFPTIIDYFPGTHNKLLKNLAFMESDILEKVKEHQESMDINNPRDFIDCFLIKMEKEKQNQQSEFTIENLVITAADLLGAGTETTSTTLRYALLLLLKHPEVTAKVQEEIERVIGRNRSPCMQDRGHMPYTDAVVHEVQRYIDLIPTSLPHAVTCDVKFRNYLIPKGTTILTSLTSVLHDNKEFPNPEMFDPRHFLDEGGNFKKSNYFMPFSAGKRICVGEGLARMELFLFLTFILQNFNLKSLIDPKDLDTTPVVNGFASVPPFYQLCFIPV
CYP2C9 inhib: blockers of cytochrome P450 2C9 activity – biochemical, luminescence, ADME assay, primary screen. P11712. CYP2C9 Supersomes, luciferin-H conversion. inhibition, % at 5 µM. hit rate 20% among 96,000;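 active = blocking of liver enzyme CYP2C9 beyond about 50% at 5 µM, limit read from the data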; note: values of inactives mirror those of a sister screen read the other way
Target sequence (P11712 whole entry, looked up): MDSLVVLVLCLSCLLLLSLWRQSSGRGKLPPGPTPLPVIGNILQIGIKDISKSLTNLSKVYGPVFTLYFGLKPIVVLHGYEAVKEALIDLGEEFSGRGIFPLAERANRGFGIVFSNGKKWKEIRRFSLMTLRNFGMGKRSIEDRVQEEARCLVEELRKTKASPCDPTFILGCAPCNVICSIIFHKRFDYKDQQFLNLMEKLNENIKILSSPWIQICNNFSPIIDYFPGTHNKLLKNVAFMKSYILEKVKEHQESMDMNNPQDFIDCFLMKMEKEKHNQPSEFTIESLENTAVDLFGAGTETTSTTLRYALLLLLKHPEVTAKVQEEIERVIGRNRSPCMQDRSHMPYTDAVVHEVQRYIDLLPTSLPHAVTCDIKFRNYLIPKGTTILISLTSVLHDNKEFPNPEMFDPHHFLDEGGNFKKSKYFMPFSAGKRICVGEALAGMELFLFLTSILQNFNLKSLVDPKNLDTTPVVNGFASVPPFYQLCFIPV
DAT uptake mod: changed hDAT dopamine uptake under cocaine IC80, either direction, primary screen, cocaine antagonist project, cell-based, LLC-PK1 hDAT, [14C]-dopamine uptake, MLSMR; B-score at 10 µM; LLC-PK1 hDAT cells, [14C]-dopamine uptake with cocaine IC80; actives deviate in either direction; Sodium-dependent dopamine transporter (Homo sapiens), Q01959; hit rate 1.3% among 110,000;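 active = Z score or B-score, a plate-position-corrected score, falls beyond the plate's 99.7% confidence bounds, in either direction; inactive = both scores lie inside the 99.7% bounds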;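 note: scored against the spread of the other compound wells on the same plate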
VCAM1 TNFa inh: inhibitors of TNFa-induced VCAM1 expression, primary screen, imaging, HUVEC, TNFa stimulus, immunofluorescence | hit rate 0.48% among 95,000 | HUVEC TNFa-induced VCAM-1 immunofluorescence, high-content imaging | inhibition, % at 2 µM;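 active = inhibition above the batch mean plus 3 SD, with images confirmed as a hit by eye, cut at about 37% in these data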;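 note: 0% = TNF-stimulated DMSO wells and 100% = unstimulated control wells; not every result past the cut was called active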
TNFa cytotox: cytotoxicity in TNFa-stimulated HUVEC, primary screen, cytotoxicity control for VCAM1 expression modulator project, imaging, Hoechst nuclei count | cell count reduction, % at 2 µM | HUVEC TNFalpha-stimulated, Hoechst cell count | hit rate 0.17% among 93,000 | AID 848, 2007;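 active = cell count reduction exceeding the screen mean by over 5 SD, scaled to untreated wells per plate, cut at about 78% in these data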;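 note: cells counted after 24 h of TNF alpha exposure following the 1 h pretreatment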
Candida biofilm: clotrimazole potentiators killing Candida biofilms, primary screen, with clotrimazole, Alamar Blue; hit rate 0.14% among 85,000; inhibition, % at 6 µM; C. albicans biofilm + clotrimazole;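 active = inhibition above 20%; inactive = inhibition below 20%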;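 note: preformed 24 hr biofilms exposed to compound for 48 hr; 0% = biofilm without compound and 100% = blank killed by clotrimazole plus chlorhexidine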
CYP2C9 act: human CYP2C9 activators, primary screen, biochemical, luminescence; recombinant CYP2C9, luciferin-H conversion; hits give high values; factor 1 = untreated enzyme, 0 = blocked; activation factor at 5 µM; Cytochrome P450 2C9 (Homo sapiens), P11712; AID 1024, 2008; hit rate 1.4% among 96,000;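 active = activation factor of 2 or more for CYP2C9 at a 5 µM dose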;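 note: 0 = sulfaphenazole-blocked wells and 1 = vehicle-only wells; values of inactives mirror those of a sister screen read the other way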
CYP2C19 inhib: blockers of cytochrome P450 2C19 activity – biochemical, luminescence, ADME assay, primary screen | P33261 | CYP2C19 Supersomes, luciferin-H EGE luminescence, 30 min | inhibition, % at 5 µM | hit rate 21% among 96,000 | AID 778, 2007;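 active = CYP2C19 inhibition above a set limit at 5 µM in the primary screen, cut at about 50% in these data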;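 note: plate controls were negative control wells for no effect and 2.5 mM tranylcypromine positive control for full effect; values of inactives mirror those of a sister screen read the other way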
IL1B cytotox: cytotoxicity in IL-1B stimulated HUVEC, primary screen, cytotoxicity control for IL-1B NFkB translocation project, imaging, Hoechst nuclear count, IL-1B stimulus | HUVEC cell count loss | hit rate 0.41% among 94,000 | cell count reduction, % at 2 µM | AID 845, 2007;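 active = cell count reduction more than 3 SD above the screen-wide mean, cut at about 70% in these data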;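 note: normalized per plate to untreated control cells as the no-loss baseline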
Starred values were filed as active, the others as inactive; · = no result given. No enrichment for hits; overall some 29% were active at least once.

SMILES	CYP2C19 activ	CYP2C9 inhib	DAT uptake mod	VCAM1 TNFa inh	TNFa cytotox	Candida biofilm	CYP2C9 act	CYP2C19 inhib	IL1B cytotox
O=C(O)c1nc(N2CCCCC2)ncc1Cl	1.2	4	0.87	7	-6	4	1	-16	-113
COc1ccc(-c2nc3cnccn3c2Nc2ccc(C)cc2)cc1	0.2	80*	0.13	1	4	4	0.2	75*	-27
COc1ccc(S(=O)(=O)N2CCN(C(=O)c3c(-c4ccccc4)noc3C)CC2)cc1	0.6	14	-0.99	9	7	3	0.9	39	·
CCOc1ccccc1NC(=O)CN(c1ccc(C)cc1)S(=O)(=O)c1c(C)n[nH]c1C	0.3	95*	-1.3	-3	-20	-3	0.1	73*	9
CC(=O)Nc1cc2c(nc1C)nc(C)n2Cc1ccc(Br)cc1	1	36	0.49	6	4	7	0.6	5	-6
COCc1nc2ccccc2n1Cc1cccc(C)c1	0.7	10	-1.1	-11	3	6	0.9	32	-1
Cc1c([N+](=O)[O-])c(C(=O)N2CCCC2)nn1C	0.7	-37	0.18	19	12	·	1.4	25	13
O=C(CSc1nc2scc(-c3ccco3)c2c(=O)n1-c1ccccc1)N1CCOCC1	0.9	21	-0.21	4	7	2	0.8	13	-41
COc1ccccc1/C=C/C1(C(=O)NC2CCCC2)CC(=O)N1c1ccc(F)cc1 (stereo unspecified)	·	·	0.17	-6	0	2	·	·	1
Cc1ccc(C)c(N(C(=O)Cn2nnc3ccccc32)C(C(=O)NCc2ccco2)c2ccncc2)c1 (stereo unspecified)	0.9	16	0.84	-4	10	-1	0.8	11	16
CCC(=O)Nc1cc(C(C)C)c(O)cc1C	1	-11	1.2	12	10	4	1.1	-3	-13
Cc1ccc(Cn2cnc3c(nnn3Cc3ccc(Cl)cc3)c2=O)cc1	0.8	18	-0.47	·	·	10	0.8	21	·
Cc1ccc2nc(-c3ccccc3)cc(C(=O)O)c2c1	1	34	0.051	14	-3	-1	0.7	-3	-11
N#Cc1ccc(NC(=O)COC(=O)CNC(=O)C2CCCCC2)cc1	0.9	-17	0.92	24	6	1	1.2	10	-9
COc1ccc(OC)c2c1sc(=NC(=O)C(C)(C)C)n2C	0.6	34	·	6	14	3	0.7	44	12
O=C1CSC2(C(=O)N3CCCc4cccc2c43)N1c1cccc(C(F)(F)F)c1 (stereo unspecified)	0.8	26	-0.47	5	14	9	0.7	20	-15
CCOC(=S)NC(=O)c1sc2ccccc2c1Cl	1	90*	-0.033	6	30	·	0.1	4	17
O=C(/C=C/c1ccco1)Nc1ccc(Oc2ccccc2)cc1	0.9	12	·	6	-17	·	0.9	8	2
Cc1ccc(C(c2nnnn2CC2CCCO2)N2CCN(c3cccc(C)c3C)CC2)cc1 (stereo unspecified)	0.6	70*	-0.68	-7	-11	9	0.3	40	-3
CC(=O)N1N=C(c2cccc([N+](=O)[O-])c2)OC1c1ccc(Cl)cc1Cl (stereo unspecified)	0.3	78*	0.93	4	-6	·	0.2	73*	-7
CCOC(=O)N1CCN(c2c(NCc3ccccn3)c(=O)c2=O)CC1	0.7	-17	0.47	10	-6	-2	1.2	27	-4
CC(=O)C1=C(O)C(=O)N(C)C1c1ccccc1F (stereo unspecified)	1	4	-1	·	·	0	1	0	·
CCOC(=O)CNC(=O)CSc1nnc(-c2ccco2)n1Cc1ccco1	0.9	6	0.19	-1	-23	1	0.9	13	23
Cc1ccccc1Cc1c(C)nc2nc(SCC(=O)NCc3ccco3)nn2c1C	0.7	66*	-7.9*	21	-37	·	0.3	28	-24
COC(=O)c1ccccc1Sc1c(/C=N/OC(=O)c2ccccc2)c(C(F)(F)F)nn1C	0.6	91*	0.88	5	31	-3	0.1	39	30
CSc1ccccc1NC(=O)c1ccco1	1	2	-0.042	·	·	10	1	-4	·
Cc1sc2ncn(CC(=O)NCC(=O)N(C)Cc3ccccc3)c(=O)c2c1C	·	·	-0.35	18	-19	4	·	·	·
Cc1noc(C)c1S(=O)(=O)Nc1ccc(C(=O)NC2CCCCCC2)cc1	1.1	41	·	-6	-7	·	0.6	-10	6
CCCSc1nnc(Cn2c(=O)sc3ccccc32)n1-c1ccccc1	0.2	68*	-0.056	-2	-4	6	0.3	82*	-33
C=CCn1c(-c2ccc(C)cc2)nc2ccccc21	0.8	17	0.14	0	-9	9	0.8	20	-27
COc1cccc2c(=O)n(CC(=O)Nc3ccccc3)ccc12	0.9	16	-0.12	1	-6	2	0.8	10	2
CCCCCNC(=O)Cc1ccc(OC)cc1	0.1	15	0.0082	·	·	3	0.9	92*	·
CC1CCC(C(C)C)C(OC(=O)COC(=O)c2ccc(=O)[nH]c2)C1 (stereo unspecified)	0.9	26	-0.73	-6	-15	8	0.7	7	-1
COCCNS(=O)(=O)c1cc(OC)c(Cl)cc1Cl	0.3	-55	0.76	11	-31	7	1.6	68*	-15
CC(C)n1c(=S)[nH]c2c1c(=O)[nH]c(=O)n2C	1	9	-0.57	6	-18	·	0.9	4	8
CC(C)(C)c1ccc(-c2nc(C#N)c(NCc3cccnc3)o2)cc1	0.9	20	1.3	5	-18	-1	0.8	10	-2
Cc1onc(-c2ccccc2)c1C(=O)Nc1ccc2c(c1)OCCO2	0.7	24	0.015	·	·	3	0.8	30	·
COC(=O)NCc1ccc(CNC(=O)OC)cc1	1	0	-1	2	-23	7	1	4	-16
CSc1ccccc1C(=O)NC1CCCC1	1.2	-15	0.41	13	-16	4	1.2	-16	-54
Cc1c(Cl)cnc(NC(=O)COC(=O)C(NC(=O)c2ccco2)C(C)C)c1Cl (stereo unspecified)	0.2	50	-0.25	12	-14	1	0.5	77*	8
CCCCSc1nnc(-c2cc3c(C(F)(F)F)nn(C)c3s2)n1C	1	-99	0.97	8	-22	·	2*	2	-33
O=C(CN(Cc1ccccc1)S(=O)(=O)c1ccc(F)cc1)NCCC1=CCCCC1	0.8	46	0.8	-18	-30	·	0.5	19	-47
COc1ccc(C(OC(=O)c2ccco2)C(=O)NCC2CCCO2)cc1 (stereo unspecified)	0.6	21	-7.3*	1	-9	-3	0.8	40	15
c1ccc2c(c1)CNC1(CCCCC1)C2	1.1	-16	-0.57	-1	-16	1	1.2	-6	-23
CCOC(=O)Nc1ccc2c(c1)Sc1ccccc1N2C(=O)CCN1CCOCC1	0.4	37	0.88	-2	-7	12	0.6	60*	-5
CCNCCNC(=O)c1c(O)c2c([nH]c1=O)CCCC2	1	-4	-0.3	0	-34	5	1	1	-15
CC(=O)NC1(c2ccccc2)CCN(C(=O)N2CCOCC2)CC1	0.8	9	0.3	11	-30	1	0.9	19	23
CCc1c(C)nc(Nc2nc(C)c3cc(OC)ccc3n2)[nH]c1=O	0.9	14	0.29	·	·	-3	0.9	10	27

Some values from the entries so far:
In CYP2C19 inhib, Cc1ccc(Cn2cnc3c(nnn3Cc3ccc(Cl)cc3)c2=O)cc1 has 21
In CYP2C19 inhib, O=C(/C=C/c1ccco1)Nc1ccc(Oc2ccccc2)cc1 has 8
In IL1B cytotox, COCc1nc2ccccc2n1Cc1cccc(C)c1 has -1
In CYP2C19 activ, CCCCCNC(=O)Cc1ccc(OC)cc1 has 0.1
In VCAM1 TNFa inh, CCOc1ccccc1NC(=O)CN(c1ccc(C)cc1)S(=O)(=O)c1c(C)n[nH]c1C has -3

Next section.
SMILES	CYP2C19 activ	CYP2C9 inhib	DAT uptake mod	VCAM1 TNFa inh	TNFa cytotox	Candida biofilm	CYP2C9 act	CYP2C19 inhib	IL1B cytotox
CCOC(=O)C1CCN(Cc2ccc(OC)cc2OC)CC1	0.9	17	-0.23	·	·	2	0.8	13	·
COc1ccc(-c2cccc(C(=O)NCC(=O)O)c2)cc1	1	23	-0.46	0	19	0	0.8	5	7
Cc1csc(SC(C)C(=O)Nc2ccc(S(=O)(=O)N3CCCC3)cc2)n1 (stereo unspecified)	1	37	-0.25	26	-25	·	0.6	4	-21
CC(CCc1ccccc1)NC(=O)C1CCN(S(=O)(=O)N2CCCCC2)CC1 (stereo unspecified)	0.9	23	-1.3	8	12	0	0.8	11	-9
N#C/C(=C/c1ccc(Sc2nc3ccccc3[nH]2)o1)c1ccccc1F	0.1	90*	0.055	-2	-8	6	0.1	95*	-1
c1ccc2c(c1)ncn2CCCOc1ccc2c(c1)CCC2	0.6	39	2.2	-5	8	8	0.6	40	0
CCCc1nc(SCC(=O)Nc2ccccc2OC)c2c(=O)n(C)c(=O)n(C)c2n1	0.6	70*	-1.3	·	·	6	0.3	41	·
CCCCSc1nnc(NC(=O)CCc2ccccc2)s1	0.8	56*	-0.51	0	7	0	0.4	21	-36
Cc1ccc(CNC(=O)c2ccc(Cn3nc(C)c(Cl)c3C)o2)cc1	0.2	45	2	-3	-6	7	0.6	78*	19
Cc1cc(C)nc(Sc2ncnc3c2oc2ccccc23)n1	0.4	-25	0.09	1	2	10	1.3	58*	-4
Cc1ccc2nc(N3CCN(S(=O)(=O)c4ccc(C)c(Cl)c4)CC3)c(C#N)cc2c1	0.8	42	-0.16	-4	-5	2	0.6	20	-6
O=S(=O)(/C=C/c1ccccc1)N1CCN(c2ccccc2)CC1	0.7	-13	-0.42	-9	-30	8	1.1	30	-19
CC1CN(C(=O)Nc2ccc3c(c2)OCO3)CC(C)O1 (stereo unspecified)	0.8	-5	-0.037	8	-20	0	1	19	-36
CCOc1ccc(NC(=O)C/C(N)=N/O)cc1	1.2	-28	0.32	23	-15	-1	1.3	-21	0
Cn1c(SCC(=O)N2c3ccccc3Sc3ccccc32)nnc1-c1ccco1	0.3	70*	-0.17	-3	9	7	0.3	68*	-30
Cc1ccccc1-c1ccc(=O)n(CC(=O)Nc2ccc(C(=O)N3CCCC3)cc2)n1	0.8	14	0.59	3	-10	7	0.9	16	-9
Cc1ccc(NC(=O)c2nn(C34CC5CC(CC(C5)C3)C4)cc2[N+](=O)[O-])cc1	0.8	35	0.59	1	-11	·	0.7	23	-7
NS(=O)(=O)c1ccc(NC(=O)CSc2ccc3ccccc3n2)cc1	0.9	16	-0.19	-17	-14	0	0.8	8	-8
CCOC(=O)c1cccc(NC(=O)CCn2nnc3ccccc32)c1	0.8	53*	0.28	0	-2	7	0.5	23	-36
Cc1ccccc1NC(=S)NNC(=O)c1ccoc1C	0.9	3	0.028	3	-8	·	1	13	-12
CCOc1ccc(CCNC(=O)C2CCN(c3nnc(-n4cccc4)s3)CC2)cc1OCC	0.6	82*	1	-3	2	4	0.2	43	21
CC(Sc1nnc(Cc2cccs2)n1C1CCCCC1)C(=O)NCc1ccco1 (stereo unspecified)	0.6	75*	0.82	17	19	14	0.3	43	7
CCCCN(CC)CCNc1c(N2CCN(C(=O)OCC)CC2)c(=O)c1=O	1.1	-15	0.18	0	-37	7	1.1	-12	-3

Structures listed so far printed as active in CYP2C9 act.
| smiles | CYP2C19 activ | CYP2C9 inhib | DAT uptake mod | VCAM1 TNFa inh | CYP2C9 act | CYP2C19 inhib |
| --- | --- | --- | --- | --- | --- | --- |
| CCCCSc1nnc(-c2cc3c(C(F)(F)F)nn(C)c3s2)n1C | 1 | -99 | 0.97 | 8 | 2* | 2 |
